Cav3 T inh: human Cav3.2 channel inhibition, primary screen; O95180; Cav3.2-expressing cells, Fluo-4 calcium fluorescence FDSS; active compounds read low; B-score at 10 µM; actives 4% (n = 100,000);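 active = single-dose well whose peak fluorescence ratio is a statistical outlier from its plate by either plate-standardised score or position-corrected B-score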
Numbers without * were called inactive. Some of the compounds tested; rates above refer to the full screens.

CC(=O)c1c(C)[nH]c(C)c1C(C)=O was read as Cav3 T inh 0.19.
`CN1CCC(=O)N([C@H](CSc2ccc(Br)cc2)Cc2ccccc2)CC1` gave Cav3 T inh -0.43.
Screening C=CCSc1nnc(NC(=O)c2cccc(S(=O)(=O)N3CCOCC3)c2)s1 returned Cav3 T inh -0.12.
`COc1cccc(-n2cc3c(c2-c2ccccc2)c(=O)n(C)c(=O)n3C)c1` gave Cav3 T inh -2.7.
Screening O=C(c1ccco1)N1CCN(CC(=O)N2c3ccccc3CCc3ccccc32)CC1 returned Cav3 T inh -0.2.
For O=C(O)Cn1c(SCc2cccc3ccccc23)nc2ccccc21 the results were Cav3 T inh -0.23.
`COC(=O)/C(N=Nc1cccc(C(F)(F)F)c1)=C(\C)O` gave Cav3 T inh -1.3.
For CCn1c(C(=O)NC(C)c2ccc3c(c2)OCCO3)cc2sccc21 (stereo not given) the results were Cav3 T inh -5.1*.
`Cc1noc(C)c1CSc1ccc2ccccc2n1` gave Cav3 T inh -0.12.
`COc1ccc(-n2cnnc2SCC(=O)N2CCN(c3ccccc3)CC2)cc1` gave Cav3 T inh 1.
CCCOC(=O)NC1C(NC(=O)OCCC)N(C)C(=O)N1C (stereo not given) was read as Cav3 T inh -0.45.
Screening COc1ccc2c(c1)c(C(=O)CNc1nc(C)cs1)c(C)n2C returned Cav3 T inh 0.56.
CC(C)c1ccc(CN(C(=O)c2cc3ccccc3oc2=O)C2CCS(=O)(=O)C2)cc1 (stereo not given) was read as Cav3 T inh -0.019.
`CCC(C(=O)N1CCN(S(C)(=O)=O)CC1)c1ccccc1` (stereo not given) gave Cav3 T inh -0.13.
COc1cc(/C=C/C(=O)Nc2cc(C(F)(F)F)ccc2Cl)cc(OC)c1OC was read as Cav3 T inh -5.2*.
Screening CN(C)c1cc[n+](CC(=O)Nc2cc(C(F)(F)F)ccc2Cl)cc1 returned Cav3 T inh 0.8.
Screening CCN(CC)C(=O)CC(c1ccc2c(c1)OCO2)c1c(OC)cc(OC)c2ccc(=O)oc12 (stereo not given) returned Cav3 T inh 0.024.
Screening CCc1nnc(NC(=O)CCC(=O)NC2CCCCC2)s1 returned Cav3 T inh 0.025.
Screening CCOc1ccc(N2C(=O)C3CC(C)=C(C)CC3C2=O)c([N+](=O)[O-])c1 (stereo not given) returned Cav3 T inh -3.1.
CCCCCC(=O)Nc1ccc(N2CCN(S(C)(=O)=O)CC2)cc1 was read as Cav3 T inh -0.84.
Screening CC(C)c1ccc(/C=c2\sc3nc(-c4ccncc4)nn3c2=O)cc1 returned Cav3 T inh 2.7.
For C=CCNC(=O)C(C#N)c1nc2ccccc2nc1N1CCN(Cc2ccccc2)CC1 (stereo not given) the results were Cav3 T inh 0.16.
Screening O=C(CCSc1nc(-c2ccco2)cc(C(F)(F)F)n1)NCC1CCCO1 (stereo not given) returned Cav3 T inh 0.047.
COCC(=O)Nc1ccccc1C(=O)Nc1ccc(OC)cc1 was read as Cav3 T inh 0.24.
Screening CCS(=O)(=O)Nc1ccc(C2=NN(C(=O)c3ccco3)C(c3ccc(C)cc3)C2)cc1 (stereo not given) returned Cav3 T inh 0.0071.
For COc1ccc(CNc2oc(-c3cccc4ccccc34)nc2C#N)cc1 the results were Cav3 T inh 0.044.
Screening Clc1ccccc1CSc1ncccn1 returned Cav3 T inh -0.0025.
`CCCC(=O)Nc1ccccc1-c1nnc(SC)[nH]c1=O` gave Cav3 T inh 0.37.
COc1cc(C2NC(=O)NC(c3ccccc3)=C2C(C)=O)ccc1OCC#N (stereo not given) was read as Cav3 T inh -2.7.
Screening S=C1NC[C@H](c2ccccc2)N1CCCCC1CCCCC1 returned Cav3 T inh -0.34.
Screening O=c1cc(-c2c(F)c(F)c(F)c(F)c2F)oc2ccccc12 returned Cav3 T inh -0.36.
O=C(NCc1nc2ccccc2[nH]1)C1=C[C@H](c2coc3ccccc3c2=O)C[C@H](OCc2ccc(CO)cc2)O1 was read as Cav3 T inh -1.9.
CCc1ccccc1NC(=O)c1cc2ncc(Br)cn2n1 was read as Cav3 T inh 0.42.
Cc1cccc(NC(=O)c2cc(NC(=O)C3CCCCC3C(=O)O)ccc2Cl)n1 (stereo not given) was read as Cav3 T inh 0.53.
CCOC(=O)C(C(C)=O)C(c1ccc(OC)cc1)C(C(C)=O)C(=O)OCC (stereo not given) was read as Cav3 T inh 0.68.
`Nc1nonc1C(=O)NCCNC(=O)c1cccs1` gave Cav3 T inh -0.15.

Structures from the list above that contain an aryl thioether with sulfur outside any ring:
`CN1CCC(=O)N([C@H](CSc2ccc(Br)cc2)Cc2ccccc2)CC1` gave Cav3 T inh -0.43.
Screening C=CCSc1nnc(NC(=O)c2cccc(S(=O)(=O)N3CCOCC3)c2)s1 returned Cav3 T inh -0.12.
For O=C(O)Cn1c(SCc2cccc3ccccc23)nc2ccccc21 the results were Cav3 T inh -0.23.
`Cc1noc(C)c1CSc1ccc2ccccc2n1` gave Cav3 T inh -0.12.
`COc1ccc(-n2cnnc2SCC(=O)N2CCN(c3ccccc3)CC2)cc1` gave Cav3 T inh 1.
Screening O=C(CCSc1nc(-c2ccco2)cc(C(F)(F)F)n1)NCC1CCCO1 (stereo not given) returned Cav3 T inh 0.047.
Screening Clc1ccccc1CSc1ncccn1 returned Cav3 T inh -0.0025.
`CCCC(=O)Nc1ccccc1-c1nnc(SC)[nH]c1=O` gave Cav3 T inh 0.37.

(listing goes on)
`CCOC(=O)N1CCC(NC(=O)Cn2nc(-c3ccccc3)ccc2=O)CC1` gave Cav3 T inh 0.82.
CN(Cc1ccccc1)c1oc(COc2ccccc2F)nc1C#N was read as Cav3 T inh -4.5*.
Screening COc1ccc(NC(=O)C(CC(C)C)NS(=O)(=O)c2ccc3c(c2)CCN3C(C)=O)cc1OC (stereo not given) returned Cav3 T inh 0.17.
Screening COc1ccc(-c2nnnn2CCc2ccccc2)cc1 returned Cav3 T inh -0.13.
Screening CCn1c(=O)n(CC)c2cc(S(=O)(=O)Nc3cc(C)cc(C)c3C#N)ccc21 returned Cav3 T inh 1.
Screening CCC(=O)N1CCc2cc(S(=O)(=O)N(CC)c3cccc(C)c3)ccc21 returned Cav3 T inh 0.28.
Cc1nonc1NC(=O)OCCN1CCOC1=O was read as Cav3 T inh -0.23.
CC1CCCCN1CCNC(=O)Cn1nc(-c2ccccc2)ccc1=O (stereo not given) was read as Cav3 T inh 0.41.
Screening COc1ccc(NC(=O)CN2CCCCC2)cc1 returned Cav3 T inh 0.018.
Screening O=C(NC(=S)NNC(=O)c1cccs1)c1ccc(Br)o1 returned Cav3 T inh -7.4*.
Screening Cc1ccc(-c2nc3s/c(=C\c4ccco4)c(=O)n3n2)cc1 returned Cav3 T inh 0.091.
For O=C(Nc1ccccc1)N(Cc1ccc2c(c1)OCO2)Cc1nc2ccccc2c(=O)[nH]1 the results were Cav3 T inh -1.1.
`COc1ccc(Br)cc1C(=O)Nc1cccc(NC(=O)c2ccco2)c1` gave Cav3 T inh -2.4.
Screening CC(=O)c1cccc(NC(=O)CN(c2ccc(F)cc2)S(C)(=O)=O)c1 returned Cav3 T inh 0.054.
Cc1ccc2c(c1)CCCN2C(=O)c1cc2ccccc2oc1=O was read as Cav3 T inh -0.47.
Screening COc1cccc(=O)c2c(C)n(-c3cc(C)cc(C)c3)c(C)c12 returned Cav3 T inh -5.1*.
`C[C@@H]1CC=C[C@H]2[C@H]1C(=O)N(Cc1ccccc1)[C@H]2c1ccc(F)c(-c2ccc(N(C)C)cc2)c1` gave Cav3 T inh -0.73.
CCCn1c(N2CCN(CC(=O)NCc3cccs3)CC2)nc2ccccc21 was read as Cav3 T inh 0.32.
O/N=C1\CCCCc2ccccc21 was read as Cav3 T inh -2.8.
For COc1ccc(OC)c(NC(=O)CN2C(=O)C3(OCCCO3)c3ccccc32)c1 the results were Cav3 T inh 0.059.
For COc1ccc(C2=NOC(C(=O)NCCCN3CCOCC3)C2)cc1 (stereo not given) the results were Cav3 T inh 0.83.
NCCCC[C@@H](C(=O)N1CCNCC1)n1cc(CCC(=O)O)nn1 was read as Cav3 T inh -2.5.
`COC(=O)c1nc(NC(C)=O)n[nH]1` gave Cav3 T inh -0.0074.
Screening CCOc1ccc(-c2nnn(CC(=O)NCc3ccco3)n2)cc1OCC returned Cav3 T inh 0.063.
O=c1[nH]c(SCC2CCCCO2)nc2ccccc12 (stereo not given) was read as Cav3 T inh -0.68.
`C=CCn1c(Cn2nnc3ccccc32)nnc1SCC(=O)N/N=C/c1cc(Br)cc(OC)c1O` gave Cav3 T inh 0.72.
Screening Cn1c(=O)cc(NCCc2ccccc2)[nH]c1=O returned Cav3 T inh -0.04.
CCC(NC(=O)NCc1cccnc1)(C(F)(F)F)C(F)(F)F was read as Cav3 T inh -0.053.
`CC(=O)c1c(C(C)=O)c(C)n(-c2nc(-c3ccccc3)c(C)s2)c1C` gave Cav3 T inh -0.34.
Screening O=C(NC1c2ccccc2-c2ccccc21)c1ccco1 returned Cav3 T inh -0.5.
For CCCCN(CCCC)CCCNC(=O)C12CN(Cc3ccccc3)CC1C(c1cccc([N+](=O)[O-])c1)=NO2 (stereo not given) the results were Cav3 T inh -3.2*.
For COc1ccc(/C=N/NC(=O)c2cc(C)on2)c2ccccc12 the results were Cav3 T inh 0.12.
Screening COC(=O)Cn1c2ccccc2c2nc(C)sc21 returned Cav3 T inh -0.01.
For CCOC(=O)C1=C(C)NC2=C(C(=O)CC(c3cccs3)C2)C1c1cccs1 (stereo not given) the results were Cav3 T inh -0.55.
For COP(C)(=O)c1c(C)nn(-c2ccccc2)c1C (stereo not given) the results were Cav3 T inh 0.041.
For Cc1ccc(NC(=O)NC2CCN(S(=O)(=O)c3ccc(F)cc3)CC2)cc1 the results were Cav3 T inh 0.15.

Compounds from the list above with an NH in an aromatic ring (seven):
CC(=O)c1c(C)[nH]c(C)c1C(C)=O was read as Cav3 T inh 0.19.
`CCCC(=O)Nc1ccccc1-c1nnc(SC)[nH]c1=O` gave Cav3 T inh 0.37.
O=C(NCc1nc2ccccc2[nH]1)C1=C[C@H](c2coc3ccccc3c2=O)C[C@H](OCc2ccc(CO)cc2)O1 was read as Cav3 T inh -1.9.
For O=C(Nc1ccccc1)N(Cc1ccc2c(c1)OCO2)Cc1nc2ccccc2c(=O)[nH]1 the results were Cav3 T inh -1.1.
`COC(=O)c1nc(NC(C)=O)n[nH]1` gave Cav3 T inh -0.0074.
O=c1[nH]c(SCC2CCCCO2)nc2ccccc12 (stereo not given) was read as Cav3 T inh -0.68.
Screening Cn1c(=O)cc(NCCc2ccccc2)[nH]c1=O returned Cav3 T inh -0.04.

The results go on:
`CCc1ccc(NC(=O)C2CC(=O)N(C(C)C)C2)cc1` (stereo not given) gave Cav3 T inh -0.05.
`C=C(Br)Cn1c(CCCC)nc2ccccc21` gave Cav3 T inh -3.9*.
For Cc1ccc(N=C2N=C(N)c3ccccc32)cc1C the results were Cav3 T inh -0.68.
For COc1ccc(Cn2c(O)cc(=O)[nH]c2=O)cc1 the results were Cav3 T inh 1.1.
`Cc1cc(=O)n(CNC(=O)c2ccccc2)c(=S)[nH]1` gave Cav3 T inh 0.34.
For COc1ccc(NC(=O)CCCSc2nc(-c3ccco3)cc(C(F)(F)F)n2)cc1OC the results were Cav3 T inh -0.82.
`CCn1c(Cn2nnc(-c3ccccc3)n2)nnc1SCC(=O)Nc1ccccc1` gave Cav3 T inh -0.31.
COc1ccc(N2CC(C)Cn3c2nc2c3c(=O)n(CCN3CCOCC3)c(=O)n2C)cc1 (stereo not given) was read as Cav3 T inh 0.54.
Screening O=S(=O)(NCc1csc(-c2cccnc2)n1)c1ccc2c(c1)OCCO2 returned Cav3 T inh -0.15.
`COc1ccc(C(C#N)N2CCCCCC2)cc1OC` (stereo not given) gave Cav3 T inh -0.14.
`CCC(C)NC(=O)c1c(N)n(/N=C/c2cccnc2)c2nc3ccccc3nc12` (stereo not given) gave Cav3 T inh 0.036.
Screening Cc1ccc(Cn2ccc(NC(=O)c3cc(C)on3)n2)cc1 returned Cav3 T inh 0.66.
`O=C(CCCN1C(=O)C2CCCCN2C1=O)N1CCN(c2ccc([N+](=O)[O-])cc2)CC1` (stereo not given) gave Cav3 T inh 1.7.
Screening CCN(CC)c1ccc(NC(=O)C(C)C)cc1 returned Cav3 T inh -0.44.
For COc1cc(C2CC(=O)N3CN(Cc4ccco4)CSC3=C2C#N)ccc1OCc1ccccc1 (stereo not given) the results were Cav3 T inh 1.1.
For COc1ccc(C(CC(=O)N2CCCCC2)c2c(O)cc(OC)cc2OC)cc1 (stereo not given) the results were Cav3 T inh -1.8.
Screening O=C(Cn1c(=O)[nH]c2ccsc2c1=O)NC1CCCCCC1 returned Cav3 T inh 0.24.
For CCOC(=O)C1CCN(Cc2ccc(Cl)c(Cl)c2)CC1 the results were Cav3 T inh -0.37.
CC1CCCCC1NC(=O)CSc1nnnn1-c1ccccc1 (stereo not given) was read as Cav3 T inh -0.41.
Screening CCOc1ccc(/C(O)=C2/C(=O)C(=O)N(CCOCCO)C2c2ccccn2)cc1 (stereo not given) returned Cav3 T inh 0.54.
COc1ccc(-c2ccc(-c3noc(-c4cccs4)n3)c(OC)n2)cc1 was read as Cav3 T inh 0.36.
For O=C(NCc1ccc2c(c1)OCO2)C1CC(c2ccccc2O)=NO1 (stereo not given) the results were Cav3 T inh -3.2.
For O=c1[nH]c(C(F)(F)F)nc2ccccc12 the results were Cav3 T inh 0.13.
`Cc1ccc(-c2noc(CN3C(C)CCCC3C)n2)cc1` (stereo not given) gave Cav3 T inh -0.44.
`CCn1ccc(C(=O)Nc2ccc(N(C)C(C)=O)cc2)n1` gave Cav3 T inh 0.019.
`CNc1nc(N)c(C(=O)C(C)(C)C)s1` gave Cav3 T inh 0.079.
For N#Cc1sc2nc(N3CCCCC3)c3c(c2c1N)CCCC3 the results were Cav3 T inh 0.18.
Screening CCCN=Cc1c(CCC)[nH]n(-c2nc3ccccc3s2)c1=O returned Cav3 T inh 0.37.
For Cn1c(SCC(=O)NC2CCCC2)nnc1-c1ccc(S(=O)(=O)N2CCOCC2)cc1 the results were Cav3 T inh 0.18.
Screening COCC(=O)Nc1nc(-c2ccccc2)c(C)s1 returned Cav3 T inh 0.19.
`COc1ccc(C(=O)N2CCN(C(=O)CC(C)C)CC2)cc1OC` gave Cav3 T inh -0.18.
For Cc1oc2c(C)c3oc(=O)c4c(c3cc2c1C)CCCC4 the results were Cav3 T inh -0.14.
Screening CC(=O)N=c1sccn1CC(=O)c1ccc([N+](=O)[O-])cc1 returned Cav3 T inh 0.59.
